Screens deposited in PubChem BioAssay by ICCB-Longwood Screening Facility, Harvard Medical School.
PV pol inh: poliovirus RdRp elongation inhibitors, primary screen, biochemical, fluorescence polarization, total intensity; poliovirus polymerase elongation; stronger effect = lower value; % elongation, % (compound at 16.7 µg/mL); actives 0.66% (n = 150,000); AID 588519, 2011; in the data active = % elongation below about 90%; note: some results filed as inactive read as strong as hits
Target sequence (P03300 1749-2209 limits assumed): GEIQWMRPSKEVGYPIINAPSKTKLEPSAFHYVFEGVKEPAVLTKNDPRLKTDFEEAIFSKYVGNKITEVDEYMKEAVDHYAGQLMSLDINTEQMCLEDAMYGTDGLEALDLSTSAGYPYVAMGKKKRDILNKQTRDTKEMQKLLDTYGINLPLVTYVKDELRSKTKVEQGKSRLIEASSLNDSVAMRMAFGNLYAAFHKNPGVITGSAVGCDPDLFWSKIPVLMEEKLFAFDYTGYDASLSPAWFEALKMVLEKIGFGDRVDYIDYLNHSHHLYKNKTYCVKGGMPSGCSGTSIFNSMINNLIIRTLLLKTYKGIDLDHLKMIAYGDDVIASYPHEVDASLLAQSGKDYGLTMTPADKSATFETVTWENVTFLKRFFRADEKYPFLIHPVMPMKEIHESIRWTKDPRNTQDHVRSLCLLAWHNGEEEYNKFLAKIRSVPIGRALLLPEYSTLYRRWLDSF
PV pol inh FP z-score: recorded beside PV pol inh, whose call it bears; z-score; measured here: FP z-score; hits read low
Numbers without * were called inactive. The list is partial; rates above refer to the full screens.

Under each structure – PV pol inh, PV pol inh FP z-score
- CCCS(=O)(=O)c1nc(S(=O)(=O)c2ccc(C)cc2)c(NCc2ccccc2)s1
    104.0, -0.9
- C=C(C)Cn1c(=S)[nH]c2c(c1=O)C(C)(C)Cc1ccccc1-2
    103.0, 0.3
- CNC(=S)N(Cc1ccc(OC)cc1OC)c1ccc(I)cc1
    103.0, -0.1
- Cc1nc(Oc2ccc3c(C)cc(=O)oc3c2)c2c3c(sc2n1)CCC3
    103.0, 0.3
- CCc1ccc2oc(-c3cccc(NC(=O)c4cc5ccccc5o4)c3)nc2c1
    105.0, 0
- O=C1C(=O)N2c3ccccc3OC(=O)C2(O)/C1=C(\O)c1ccccc1 (stereo not given)
    96.0, -0.6
- O=C(NCc1c(Cl)cccc1Oc1ccccc1)c1ccccc1
    103.0, 0
- NNC(=O)Cc1ccccc1
    103.0, 0.2
- CCC(Sc1nc2ccsc2c(=O)n1Cc1ccccn1)C(=O)Nc1cccc(OC)c1 (stereo not given)
    102.0, 0.2
- O=C(NCC1CCCO1)C1CCN(Cc2ccccc2O)CC1 (stereo not given)
    101.0, 0
- Cc1cccc(N=C=S)c1C
    101.0, -0.3
- CC1CCC(NC(=O)c2ccc3c(c2)N(Cc2ccccc2F)C(=O)c2ccccc2S3)CC1 (stereo not given)
    105.0, -0.1
- Cc1ccc(S(=O)(=O)N(CC(=O)O)C2CCCCCC2)cc1
    96.0, -0.4
- CCCN(CCC)C(=O)CSc1nc2ccncc2[nH]1
    99.0, -1.2
- CCOc1ccccc1N1CCN(Cn2nc(-c3ccco3)oc2=S)CC1
    101.0, -0.3
- Cc1ccc2scc(N3CCN(c4ccc(F)cc4)CC3)c(=O)c2c1
    109.0, 0.6
- CC(C)N1CCc2c(sc(NC(=O)c3ccc(S(=O)(=O)N(C)C4CCCCC4)cc3)c2C(N)=O)C1
    113.0, 1
- O=C(CSc1nc2c(sc3ccccc32)c(=O)n1-c1ccccc1)N1CCCC1
    106.0, 1.1
- CCS(=O)(=O)c1ccc(O)c(NC(=O)CC(C)(C)CC(=O)O)c1
    103.0, 0.5
- CN(C)CCNC(=O)c1ccc2c(=O)n3c(nc2c1)CCCCC3
    103.0, -1.3
- Cc1cc(NC(=O)CN2C(=O)c3cccnc3Sc3ccccc32)ccc1Br
    104.0, -0.4
- CC12CCCCC1=NC(c1ccccc1O)N2O (stereo not given)
    105.0, 0.2
- O=C(Nc1cc(-c2nc3ccccc3o2)ccc1Cl)c1cc([N+](=O)[O-])ccc1N1CCOCC1
    103.0, -0.1
- Cc1cc(C)c(NC(=O)COc2ccc3c(C)cc(=O)oc3c2)c(C)c1
    99.0, -1.7
- COc1ccccc1CC(=O)n1cccn1
    102.0, -0.1
- CC(C)N=C(N)/N=C(\N)Nc1ccc(Cl)cc1
    99.0, -0.3
- Cc1ccc2c(CC(=O)Nc3ccccc3)coc2c1
    104.0, 0
- NC(=O)C1CCN(Cc2cc(=O)oc3cc4c(cc23)CCC4)CC1
    103.0, 0.1
- COC(=O)c1ccc(COC(=O)c2cc(OC)c(OC)cc2NC(=O)c2ccco2)cc1
    98.0, -0.5
- CC(=O)NCc1ccc(C(=O)CSc2ncnc3sc(C)c(C)c23)o1
    105.0, 0.7
- O=C(Nc1ccccc1)C1CCN(C(=O)c2cccc(-n3cccc3)c2)CC1
    96.0, -1.2
- COC(=O)c1noc(C)c1C(=O)/C=C/N1CCCCC1
    107.0, 0.7
- CCCn1c(=O)n(C)c(=O)c2c(SC(C(=O)NC(=O)NC)c3ccccc3)nc(CC(C)C)nc21 (stereo not given)
    103.0, 0.1
- O=C(CSc1nccc(=O)[nH]1)N1N=C2/C(=C/c3ccco3)CCCC2C1c1ccco1 (stereo not given)
    106.0, 0.3
- CCOC(=O)N1CCc2c(sc(NCc3cccs3)c2C(=O)Nc2cc(Cl)ccc2OC)C1
    120.0, 2.5
- Cc1ccc2nc(/C(C#N)=C/c3ccccc3F)[nH]c2c1
    101.0, -0.2
- COc1ccc2[nH]cc(S(=O)(=O)c3ccc(C)c(C)c3)c(=O)c2c1
    101.0, -0.4
- O=C(Nc1nc(SCc2ccc(Cl)cc2)n[nH]1)C1=NN(C2CCS(=O)(=O)C2)C(=O)CC1 (stereo not given)
    103.0, 0.2
- COC(=O)c1sc2ccccc2c1S(=O)(=O)N1CCN(c2ccc(C(C)=O)cc2)CC1
    107.0, 0.4
- O=C(O)/C=C/C(=O)c1ccccc1
    98.0, -0.3
- COc1ccc(NC(=O)CCn2c(-c3ccc(F)cc3)cc(C(C)=O)c2C)c(OC)c1
    105.0, 0.1
- CC(C)(C)NC(=S)NCC1CC1
    105.0, 0.2
- CCOc1ccccc1NC(=O)CN1C(=S)NC(C)(C)CC1C (stereo not given)
    101.0, 0.4
- O=C1OC(c2ccccc2)=N/C1=C\c1ccc(N2CCOCC2)cc1
    44.0, -4.7
- CCN(CC)c1c2c(nc3nncn13)CCC2
    102.0, -0.8
- Cc1ccc(CC2C(=O)N(c3nc(C)cc(C)n3)C(=O)C2C)cc1 (stereo not given)
    100.0, 0
- CC12CC=C3c4ccc(O)cc4CCC3C1CCC2O (stereo not given)
    103.0, 0.6
- C/C(=C\c1ccccc1)CN(C)C1CCN(C)CC1
    99.0, -0.6
- NC(=O)NC(Cc1ccccc1)C(=O)N1CCN(S(=O)(=O)c2ccc(Cl)cc2)CC1 (stereo not given)
    107.0, 0.5
- COc1ccc(C)cc1NC(=O)C1CCCN(S(=O)(=O)c2ccc3c(c2)CCCN3C(C)=O)C1 (stereo not given)
    107.0, -0.2
- Cc1ccc(C)c(N2C(=O)N(Cc3c(F)cccc3Cl)c3ccccc3S2(=O)=O)c1
    110.0, 0.7
- Cc1nc2c(C(=O)NCCc3ccccc3)cnn2c(C)c1Cc1c(F)cccc1Cl
    111.0, 0.5
- CCn1nc(C)c2c(-c3ccccc3)cc(=O)n(C(C)C(=O)NCCc3ccc(OC)c(OC)c3)c21 (stereo not given)
    105.0, -0.3
- CCCN1CCC(NCC(C)c2ccccc2)CC1 (stereo not given)
    99.0, -0.5
- O=C(COc1ccc(S(=O)(=O)NCc2ccccc2)cc1Cl)N1CCOCC1
    103.0, 0.8
- Oc1ccc2ccccc2c1CN1CCc2ccccc2C1
    103.0, 0.4
- N#Cc1cc(O)c(-n2nnc3ccccc32)cc1C#N
    106.0, 0.8
- CCCNC(=O)c1c(C)[nH]c(C(=O)OCC)c1C
    101.0, 0.3
- O=C(Nc1cccc(-c2cn3ccccc3n2)c1)c1cccc(Cl)c1
    101.0, -0.2
- N#CCCn1nc(Nc2ccccc2)n(-c2ccccc2)c1=S
    99.0, -0.3

Three records drawn at random from the list so far:
Under each structure – PV pol inh, PV pol inh FP z-score
- O=C(CSc1nccc(=O)[nH]1)N1N=C2/C(=C/c3ccco3)CCCC2C1c1ccco1 (stereo not given)
    106.0, 0.3
- CCS(=O)(=O)c1ccc(O)c(NC(=O)CC(C)(C)CC(=O)O)c1
    103.0, 0.5
- COC(=O)c1ccc(COC(=O)c2cc(OC)c(OC)cc2NC(=O)c2ccco2)cc1
    98.0, -0.5

Next results:
Under each structure – PV pol inh, PV pol inh FP z-score
- CCCc1c(C)nc2c(OC)cccc2c1SCC(=O)O
    104.0, 0
- NCCCc1ccco1
    102.0, 0.2
- COc1ccc(-n2c(N)c(-c3nc4ccccc4n3C)sc2=S)cc1
    102.0, 0
- CCOC(=O)c1c(CN2CCOCC2)oc2ccc(OC)cc12
    97.0, -0.3
- COc1ccc(NC(=O)CCCN2C(=O)C3C4C=CC(C4)C3C2=O)c(OC)c1 (stereo not given)
    100.0, -0.8
- c1ccc(-c2nc3ccccc3nc2N2CCCC2)cc1
    103.0, 0.1
- C(=C1/CCCC2=C1Nc1ncnn1C2c1ccccc1)/c1ccccc1 (stereo not given)
    104.0, 0.1
- CCOc1ccc(CN2C(=O)C(=O)c3cccc(C)c32)cc1OC
    108.0, 0.2
- O=C1C2ON(c3ccccc3)C(c3ccncc3)C2C(=O)N1c1ccc(N2CCOCC2)cc1 (stereo not given)
    103.0, 0.8
- Cc1ccc(C(C)C)c(OCC(=O)N=Nc2c(O)n(CN3CCOCC3)c3ccccc23)c1
    102.0, -0.1
- CCCc1ccc(CC2(CC(=O)OCC)C(=O)c3ccccc3C2=O)cc1
    100.0, -0.5
- Cc1ccc(S(=O)(=O)N2CC(C)C(=O)CC2C)cc1 (stereo not given)
    102.0, 0.2
- Cc1nnc(SC(C(=O)NC(N)=O)c2ccccc2)n1C1CCCCC1 (stereo not given)
    98.0, -0.4
- COc1ccc(-c2cn3c(n2)sc2cc(C(=O)Nc4cc(Cl)ccc4C)ccc23)cc1
    112.0, 1.3
- Cc1ccc(C)c(OCCCn2c(-c3ccc(Cl)cc3)nc3ccccc3c2=O)c1
    105.0, 0
- Fc1ccc(CNc2nc(-c3ccc(Cl)cc3)cc(C(F)(F)F)n2)cc1
    100.0, -1.5
- CC(=O)N1CCN(c2ccc(Oc3ncnc4sccc34)cc2)CC1
    102.0, 0.1
- CC(C)(O)C#Cc1ccc(C#N)cc1
    102.0, 0.1
- COC(=O)c1ccc2c(c1)NC(=S)c1ccccc1S2
    102.0, 0.2
- Cc1ccc(C)n1-c1ccc(C(=O)O)c(C(=O)O)c1
    102.0, 0.1
- N#Cc1ccccc1OCC(=O)Nc1ccc2c(c1)OCCCO2
    102.0, 0.2
- CN(c1nnc(NC(=O)NCc2ccc(F)cc2)s1)C1CCCCC1
    103.0, 1.1
- COCCNC(=O)CCc1c(C)nc2c(-c3ccc(F)cc3)c(C)nn2c1C
    102.0, -1.1
- C=CCn1c(CNC(=O)c2ccc(OC)c(OC)c2)nnc1SCC(=O)Nc1nc(C)cs1
    101.0, 0.2
- COc1cc2nc(SCc3ccc(Cl)cc3)n3nc(CCn4nc(C)cc4C)nc3c2cc1OC
    103.0, -1.2
- Cc1nc2sccn2c(=O)c1S(=O)(=O)Nc1ccc(N2CCC(C)CC2)cc1
    105.0, 1.3
- COc1ccc(CCNC(=O)c2ccccc2N)cc1
    102.0, 0.1
- COc1ccc2oc(C(=O)NCCNc3ncc(C(F)(F)F)cc3Cl)c(C)c2c1
    105.0, 0.3
- Cc1ccc(N2CCN(C(=O)c3noc4c3COc3ccc(C)cc3-4)CC2)c(C)c1
    103.0, -0.7
- Cc1cccc(-c2nc3c(c(SCc4ccccc4Cl)n2)Cc2c(CO)cnc(C)c2O3)c1
    103.0, -0.7
- CCN(c1ccccc1)S(=O)(=O)c1ccc(-c2n[nH]c(C)c2C)s1
    100.0, -0.5
- FC(F)(F)C(Oc1nc(N2CCCCC2)nc(N2CCCCC2)n1)C(F)(F)F
    103.0, 0.3
- CC(C)C(=O)Nc1ccc2oc(=O)ccc2c1
    105.0, 0.1
- CCCN(CCC)CCNC(=O)Cn1ncc2c([nH]c3ccc(C)cc32)c1=O
    114.0, 0.8
- O=C(NCc1ccccc1)c1ccc(CSc2nc3cccnc3n2Cc2cccc(F)c2)cc1
    113.0, 0.5
- COc1cccc(CNC(=O)C2CCC(CNS(=O)(=O)c3ccc(Br)s3)CC2)c1 (stereo not given)
    107.0, -0.4
- Cc1cnc(-c2ccc(Br)cc2)nc1
    100.0, 0.2
- CC(Nc1ccc(Br)cc1)C(=O)NC(=O)NC1CCCCC1 (stereo not given)
    103.0, 0.1
- O=C(c1ccc([N+](=O)[O-])cc1)N1c2ncnn2C2(CCCCC2)[C@@H]2CCCC[C@@H]21
    105.0, 0.2
- Clc1ccc(-c2cc3c(nn2)Nc2ccccc2N3)cc1
    101.0, -0.2
- C=CCn1c(-c2ccccc2)nn(CCC#N)c1=S
    98.0, -0.5
- CCOc1ccc(C(=O)Nc2cc(-c3cn4cccnc4n3)ccc2C)cc1OCC
    107.0, -0.1
- CN(C)c1ccc(C=Nc2cc(Br)c3c(c2)OCCO3)cc1
    102.0, 0.1
- O=C(NCc1ccccc1)C1CCC1
    102.0, -0.2
- CC1CCN(S(=O)(=O)c2ccc3nc(Nc4ccc(C#N)cc4)ccc3c2)CC1
    108.0, 0.3
- O=c1c2ccccc2nnn1CSc1nnc(Cc2cccs2)n1C1CCCCC1
    109.0, -0.1
- Cn1c2ccccc2c2nnc(SCc3ccccc3)nc21
    100.0, 0.1
- COc1cccc(NC(=O)CSc2nc(=O)[nH]c3c2CCCC3)c1
    100.0, -1.7
- Cc1ccc(C)c(N2CCN(S(=O)(=O)c3ccc4oc(=O)c5ncn(C)c5c4c3)CC2)c1
    106.0, 0.3
- CCOC(=O)c1c(NC(=O)CC2CCCC2)sc(C)c1C
    102.0, 0
- CCOC(=O)/C=C1\SCC(=O)N1CC(=O)OCC
    103.0, 0.2
- C=CCN1C(=O)C2(C(C#N)=C(N)Oc3c2c(=O)oc2ccccc32)c2ccccc21 (stereo not given)
    98.0, -0.9
- Cc1ccccc1OCc1nc2c3cnn(-c4ccccc4F)c3ncn2n1
    117.0, 0.2
- Cc1c(C(=O)NCCC(C)C)oc2ccc(S(=O)(=O)N3CCC4(CC3)OCCO4)cc12
    99.0, -0.1
- COc1ccc(NC(=O)CCc2c(C)nc3nc(CNC(=O)OC(C)(C)C)nn3c2C)cc1OC
    107.0, 0.2
- CCC(=O)C1=C(c2cccc([N+](=O)[O-])c2)N(C(=O)CC)n2c(nnc2-c2ccccc2)S1
    116.0, 1.9
- CC1=C(C(=O)Nc2ccccc2)C(c2cccn2C)n2ncnc2N1 (stereo not given)
    105.0, -0.3
- O=c1ccc2ccc(Oc3nc(-c4cccnc4)nc4ccccc34)cc2o1
    99.0, -0.2
- O=C(Nc1ccccc1)c1cnn(-c2ccccc2)c1C1CCNCC1
    100.0, -1
- Cc1ccc(N=C2C(=O)Nc3ccccc32)c(C)c1
    99.0, -0.7

Individual results from the list.
COc1cccc(CNC(=O)C2CCC(CNS(=O)(=O)c3ccc(Br)s3)CC2)c1 (stereo not given) in PV pol inh reads 107.0
CC1=C(C(=O)Nc2ccccc2)C(c2cccn2C)n2ncnc2N1 (stereo not given) in PV pol inh FP z-score reads -0.3

Later entries:
Under each structure – PV pol inh, PV pol inh FP z-score
- NC(=O)c1nnc2cc(-c3ccccc3)nn2c1N
    104.0, -0.3
- Cn1c(NN)nc2ccccc21
    101.0, -0.2
- CC1CCc2c(C(=O)O)csc2C1 (stereo not given)
    103.0, 0.3
- CCOc1ccc(-n2c(CCC(=O)O)ccc2-c2ccc(Br)cc2)cc1
    104.0, -0.3
